From PubChem BioAssay
PRMT1 inh = blocks human protein arginine methyltransferase 1. Q99873. recombinant PRMT1, activity-based probe fluorescence polarization. inhibition, % at 2.79 µM. actives 1.3% (n = 370,000);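 active = inhibition above about 21% made by adding two undisclosed values, limit read from the data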
Target sequence (Q99873 whole entry, looked up): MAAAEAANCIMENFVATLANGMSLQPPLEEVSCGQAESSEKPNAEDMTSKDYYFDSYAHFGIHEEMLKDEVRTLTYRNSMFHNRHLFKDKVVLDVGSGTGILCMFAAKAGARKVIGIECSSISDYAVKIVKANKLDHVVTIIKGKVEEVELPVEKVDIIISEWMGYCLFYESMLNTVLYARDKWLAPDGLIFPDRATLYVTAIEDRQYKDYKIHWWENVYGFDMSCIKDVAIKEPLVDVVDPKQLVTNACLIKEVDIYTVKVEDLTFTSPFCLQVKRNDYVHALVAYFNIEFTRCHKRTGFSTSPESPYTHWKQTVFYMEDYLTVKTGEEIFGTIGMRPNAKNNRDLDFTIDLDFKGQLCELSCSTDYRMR
KLK7 zymogen act = activates the human kallikrein-7 zymogen. P49862. purified proKLK7, EDANS-DABCYL substrate fluorescence; 100% is mature enzyme control, 0% vehicle. activation, % at 7 µM. actives 0.9% (n = 370,000);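 active = activation above the mean of all tested compounds plus 3 SD, computed per campaign excluding outliers beyond control limits, cut at about 13% in these data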
Target sequence (P49862 whole entry, looked up): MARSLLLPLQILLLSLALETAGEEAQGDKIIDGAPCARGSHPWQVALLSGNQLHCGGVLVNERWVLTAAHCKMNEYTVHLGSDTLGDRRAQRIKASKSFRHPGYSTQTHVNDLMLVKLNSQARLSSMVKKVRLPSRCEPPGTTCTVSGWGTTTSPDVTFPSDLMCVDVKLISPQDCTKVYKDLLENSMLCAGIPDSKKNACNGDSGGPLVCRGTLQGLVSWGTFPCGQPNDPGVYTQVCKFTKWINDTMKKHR
Tn7 DDE FP = disrupts Tn7 cyclic peptide binding to fibrin D-Dimer-E complex. AID 720508. actives 0.13% (n = 370,000). inhibition, % at 8.3 µM. FP displacement of FITC-Tn7 peptide from fibrin DD(E); 0% = median of compound wells per plate. P02675;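 active = inhibition above the mean of compounds falling within the control limits plus 3 SD of them, cut at about 14% in these data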;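 note: 0% = plate median of compound wells and 100% = 10 µM Aha-Tn7 peptide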
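Measure: % inhibition scaled between sample-field median and high-control FP; Test system: human fibrin DD(E); Quantity: 2 µM final DD(E) protein; Doses: one dose, 8.3 µM nominal; Schedule: compound with protein 10 min, then 3 h after probe, room temperature; Detection: fluorescence polarization; Medium: Tris buffer with calcium and detergent, pH 7.8.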
TDP2 inh = TDP2 (human) inhibition, absorbance primary screen; inhibition, % at 12.8 µM; actives 0.34% (n = 370,000); recombinant TDP2, T5PNP hydrolysis, p-nitrophenol absorbance 415 nm; O95551; AID 720702;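 active = inhibition above the mean of all tested compounds plus 3 SD, set per campaign, cut at about 25% in these data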;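 note: 0% = DMSO with enzyme and 100% = buffer with substrate but no TDP2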
Target sequence (O95551 whole entry, looked up): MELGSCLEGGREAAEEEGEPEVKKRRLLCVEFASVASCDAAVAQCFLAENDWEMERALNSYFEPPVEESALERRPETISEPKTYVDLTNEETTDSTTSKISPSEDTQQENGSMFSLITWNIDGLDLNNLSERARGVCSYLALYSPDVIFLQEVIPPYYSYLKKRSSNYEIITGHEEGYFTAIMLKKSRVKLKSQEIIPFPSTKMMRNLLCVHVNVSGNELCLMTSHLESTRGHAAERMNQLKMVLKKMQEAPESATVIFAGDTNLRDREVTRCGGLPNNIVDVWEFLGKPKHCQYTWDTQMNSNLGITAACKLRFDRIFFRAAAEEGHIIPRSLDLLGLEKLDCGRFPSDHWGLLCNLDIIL
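test system = human TDP2 enzyme | input = TDP2 enzyme at 120 nM final | medium = 50 mM Tris-HCl pH 7.5 with Mg2+, KCl, DTT, BSA | also added = T5PNP substrate, 5 mM | times = 2 h at 37 °C | technique = epi absorbance | benchmarks = high control without enzyme, low control DMSO plus TDP2 | replication = each compound tested once, singlicate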
UHRF1 MBD2 ctr = blocks human UHRF1 binding to methylated DNA; actives 0.75% (n = 370,000); UHRF1 binding to methylated oligo, TR-FRET; inhibition, % at 4.4 µM; Q96T88; in the data active = inhibition above about 21%;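 note: UHRF1 SRA domain binding a hemimethylated CpG hairpin DNA probe; 0% = median of test compound wells and 100% = reference inhibitor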
TCR-CD3 inh = human TCR-CD3 binding inhibition; TAMRA-labeled TCR probe fluorescence, biochemical; inhibition, % at 9.4 µM; actives 0.37% (n = 360,000); in the data active = inhibition above about 19%;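 note: recombinant mutant TCR 2C K166C tagged with TAMRA read by polarization; 0% = receptor in buffer alone and 100% = receptor with positive control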
LEDGF integ inh = blocks HIV-1 LEDGF/p75-dependent DNA integration; actives 0.64% (n = 370,000); AID 743269; inhibition, % at 3.7 µM; TR-FRET IN-LEDGF/p75 DNA integration, Eu/Cy5;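 active = inhibition above the screen-wide mean plus 3 SD, cut at about 13% in these data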;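 note: signal is the Cy5 over europium emission ratio at 671 and 618 nm; 0% = plate median of compound wells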
MBD2 inh = MBD2-methylated oligo binding inhibition. Q9UBB5. TR-FRET, MBD2 binding to methylated oligonucleotide. inhibition, % at 4.4 µM. actives 0.31% (n = 370,000). AID 686964; in the data active = inhibition above about 13%
Tn6 DDE FP = inhibitors of Tn6 peptide binding to human fibrin DD(E) | Fibrin DD(E) TRITC-Tn6 fluorescence polarization displacement | inhibition, % at 8.3 µM | actives 0.21% (n = 370,000) | AID 720509;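 active = inhibition above a per-campaign cutoff: mean of compounds within control limits plus 3 SD, cut at about 15% in these data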;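 note: 0% = median of all compound wells on the plate and 100% = blocking peptide control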
SIAE inh = human SIAE inhibition, primary screen; inhibition, % at 9.66 µM; Q9HAT2; SIAE FP-Rh probe binding, fluorescence polarization; AID 1053197; actives 0.69% (n = 370,000);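 active = inhibition above a cutoff: mean of compounds within the control limits plus 3 SD of those, cut at about 17% in these data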;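 note: 0% = plate median of compound wells and 100% = probe without SIAE protein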
* = called active by the depositor; / = not tested or not shown.

SMILES	PRMT1 inh	KLK7 zymogen act	Tn7 DDE FP	TDP2 inh	UHRF1 MBD2 ctr	TCR-CD3 inh	LEDGF integ inh	MBD2 inh	Tn6 DDE FP	SIAE inh
CCOC(=O)CSc1nc2cc(OC)ccc2cc1C#N	2	2.2	-2	-3	-2	-5	0	-3	-6	-1
CCCCC(CC)CNC(=O)C(Cc1ccccc1)NS(=O)(=O)c1ccc2c(c1)CCC(=O)N2 (stereo not given)	-3	0.4	-1	2	2	8	-2	-3	0	1
O=C(NC1CCN(Cc2ccccc2)CC1)c1cn(-c2ccccc2)nc1-c1cccnc1	-3	0.8	1	-3	-1	1	-4	-3	-2	0
O=c1c2ccc([N+](=O)[O-])cc2ncn1Cc1ccccc1C(F)(F)F	-2	0.2	5	10	-4	4	3	-3	0	4
C#CCN(C[C@@H]1[C@@H](OC(=O)NCc2ccco2)[C@@H](OC(=O)NCc2ccco2)CN(C(=O)OC(C)C)N1C(=O)OC(C)C)S(=O)(=O)c1ccc(C)cc1	2	-0.1	5	1	10	-8	-2	-5	-1	-6
CCc1nnc(NC(=O)c2ccc(N3C(=O)CCC3=O)cc2)s1	0	0.5	0	6	3	8	3	-4	3	-4
COc1ccc(NS(=O)(=O)c2cn(C)cn2)cc1Cl	3	-0.8	-2	1	3	-3	-5	7	-7	-3
OCC[C@H]1C[C@@H](O)[C@H](O)[C@]2(OCCc3ccccc32)O1	1	0.7	0	10	1	-3	-1	-8	5	0
Cc1c(Br)c([N+](=O)[O-])nn1CC(=O)Nc1ccc(C(C)C)cc1	-4	0.2	1	0	0	-3	6	-3	1	2
NC(=O)c1ccc(O)c2ncccc12	5	/	5	-7	1	/	-9	5	4	-2
COC(=O)c1ccc(-n2c(C)cc(C(=O)CSc3cccc[n+]3[O-])c2C)cc1	4	0.0	-2	2	2	-5	1	8	0	-5
COc1ccccc1-c1cc2ccccc2[nH]1	2	-5.5	2	-8	4	-4	3	0	-5	1
CCCNC(=O)Cn1nc(C(F)(F)F)c2c1CCCC2	-1	0.2	1	1	4	-1	-1	3	0	4
O=C(c1ccc2c(=O)n(Cc3ccccc3Cl)c(=S)[nH]c2c1)N1CCCC1	-2	-0.4	2	-18	1	-5	-1	-3	-3	1
Cn1ncc2c(Nc3ccc([N+](=O)[O-])cc3)nc(Cl)nc21	2	-0.4	-1	3	-3	6	3	2	-12	-13
C[C@H](NC(=O)c1nc[nH]c1C(=O)NCC(=O)OCc1ccccc1)C(=O)OCc1ccccc1	-5	0.6	5	-7	2	1	2	-4	7	-3
CC(=O)Nc1cc2c(cc1Cl)Cc1cc(Cl)ccc1-2	1	0.1	0	4	-2	0	1	-8	-4	-2
CCn1c(SCC(=O)Nc2nccs2)nnc1-c1ccco1	-2	0.4	0	7	0	4	-1	4	-1	3
O=C(NCCOc1cccc(Oc2ccccc2)c1)c1cc(-n2cnnc2)ccc1Cl	1	0.1	-8	6	0	-1	1	6	-10	-4
Cc1ccc([N+](=O)[O-])cc1NC(=O)C(C)Sc1nnc(C)n1CC1CCCO1 (stereo not given)	2	0.1	6	-5	1	-5	1	3	12	-8
O=C(NCCN1CCOCC1)C(=O)NCC1OCCCN1S(=O)(=O)c1ccc(F)cc1 (stereo not given)	1	-0.5	4	10	-2	6	-5	-5	-6	4
CCCCNC(=O)C(=O)N/N=C/c1ccc(OCC(=O)Nc2cccc(OC)c2)c(OC)c1	0	-0.4	-5	0	-2	7	1	-1	0	-11
O=C(c1ccc2nccnc2c1)N1CCN(c2ccccc2)CC1	-2	0.0	-1	-1	0	5	9	0	6	-1
Cc1cc(C(=O)N/N=C2\CC(=O)CC(C)(C)C2)c(C)n1-c1ccc(F)cc1	-1	0.4	1	0	3	-5	0	3	-2	10
CCC12CN(C(=O)c3ccc(C)cc3)CC(CC)(CN(C(=O)c3ccc(C)cc3)C1)C2=O	1	0.1	1	-8	2	0	3	-2	5	2
COc1ccc2cc(CN(CC3CCCO3)C(=S)NCc3ccco3)c(=O)[nH]c2c1 (stereo not given)	-5	0.3	-3	-2	0	3	7	-2	-3	6
CSc1ccc(Cn2c(C)c(C(=O)NCc3ccco3)sc2=O)cc1	6	-0.1	1	-3	-1	3	-2	-2	0	4
COc1ccc(CNC(=O)C(c2cccs2)N(Cc2ccco2)C(=O)Cc2cccs2)cc1 (stereo not given)	3	1.1	-6	-7	1	-7	1	-6	-14	-1
c1ccc(-c2nc3c([nH]2)CCc2nonc2-3)cc1	-3	-0.3	5	3	-4	-2	5	-4	-4	-3
CNC(=O)NC(=O)CN1C(=O)NC2(CCOc3ccccc32)C1=O (stereo not given)	1	-0.6	-1	-7	0	1	-8	1	2	1
COC(=O)c1cc(Oc2ccc(C(=O)OC)cc2N)cc(C(=O)OC)c1	-5	0.4	2	5	-1	5	-2	-3	-2	-6
COCCCNC(=S)Nc1ccc2c(c1)OCCO2	-2	1.0	6	-3	-4	10	-7	-6	3	11
COc1ccc(S(=O)(=O)N2CCC(C(=O)Nc3cc(Cl)ccc3N3CCOCC3)CC2)cc1OC	-3	0.3	3	1	-5	2	0	-2	2	1
CC(C)OC(=O)CSc1nnc(-c2ccc(C(C)(C)C)cc2)n1N	53*	-0.2	4	0	1	0	1	-3	2	0
Cc1ccccc1Cn1c(C)nc2ccccc21	-1	-0.2	3	1	-1	3	-1	0	1	3
NS(=O)(=O)c1cccc(NC(=O)C(Cc2ccccc2)NC(=O)c2ccccc2)c1 (stereo not given)	-1	-0.6	-4	16	0	14	-2	2	-3	3
COC(=O)[C@]12CCCCC=C1N(Cc1ccco1)C(=O)[C@H](CC(=O)NCC13CC4CC(CC(C4)C1)C3)C2	1	0.2	-4	-3	1	-1	28*	-2	-7	-3
C[C@H](CO)N1C[C@H](C)[C@@H](CN(C)Cc2ccc(Oc3ccccc3)cc2)Oc2c(NS(=O)(=O)c3cn(C)cn3)cccc2C1=O	-1	0.4	4	-2	2	-4	0	-5	3	3
CCOC(=O)C1C(=O)CC(C)(O)C(C(=O)OCC)C1c1ccc(Br)cc1 (stereo not given)	0	-0.7	5	-2	3	-1	2	5	1	3
COc1ccc(/C=C/C(=O)c2sc(-c3ccccc3)nc2C)cc1	-1	-0.8	-1	-4	0	0	-1	1	-3	-8

Some of the entries so far, in markdown.
| structure | PRMT1 inh | KLK7 zymogen act | Tn7 DDE FP | TDP2 inh | UHRF1 MBD2 ctr | TCR-CD3 inh | LEDGF integ inh | MBD2 inh | Tn6 DDE FP | SIAE inh |
| --- | --- | --- | --- | --- | --- | --- | --- | --- | --- | --- |
| COCCCNC(=S)Nc1ccc2c(c1)OCCO2 | -2 | 1.0 | 6 | -3 | -4 | 10 | -7 | -6 | 3 | 11 |
| COc1ccc(S(=O)(=O)N2CCC(C(=O)Nc3cc(Cl)ccc3N3CCOCC3)CC2)cc1OC | -3 | 0.3 | 3 | 1 | -5 | 2 | 0 | -2 | 2 | 1 |
| CC(C)OC(=O)CSc1nnc(-c2ccc(C(C)(C)C)cc2)n1N | 53* | -0.2 | 4 | 0 | 1 | 0 | 1 | -3 | 2 | 0 |

Molecules from the list above that have a CF3 group:
SMILES	PRMT1 inh	KLK7 zymogen act	Tn7 DDE FP	TDP2 inh	UHRF1 MBD2 ctr	TCR-CD3 inh	LEDGF integ inh	MBD2 inh	Tn6 DDE FP	SIAE inh
O=c1c2ccc([N+](=O)[O-])cc2ncn1Cc1ccccc1C(F)(F)F	-2	0.2	5	10	-4	4	3	-3	0	4
CCCNC(=O)Cn1nc(C(F)(F)F)c2c1CCCC2	-1	0.2	1	1	4	-1	-1	3	0	4

(more compounds)
SMILES	PRMT1 inh	KLK7 zymogen act	Tn7 DDE FP	TDP2 inh	UHRF1 MBD2 ctr	TCR-CD3 inh	LEDGF integ inh	MBD2 inh	Tn6 DDE FP	SIAE inh
CN(CC(=O)Nc1ccccc1C(F)(F)F)C(=O)CSc1nnc(-c2ccncc2)n1C	-1	0.2	2	-3	-3	6	0	1	1	3
O=C(CN(Cc1ccccc1)C(=O)CCC(=O)Nc1nccs1)NCc1ccco1	1	-0.1	1	-2	-2	1	-1	3	-1	3
CCOC(=O)/C=c1\s/c(=C\c2ccccc2C)c(=O)n1CC(=O)NCc1ccc2c(c1)OCO2	-4	-2.2	-7	-9	3	0	6	2	-6	-16
O=C(C1CCN(S(=O)(=O)N2CCC3(CC2)OCCO3)CC1)N1CCN(Cc2ccccc2)CC1	-3	-0.1	-3	-23	2	-1	10	-5	1	1
Cc1cc(S(=O)(=O)Nc2ccc(C(=O)N3CCN(C(=O)c4ccco4)CC3)cc2)ccc1F	-2	0.0	0	-6	1	1	2	-3	0	4
CC(NC(=O)c1ccco1)c1nc(-c2ccccc2)no1 (stereo not given)	-1	-0.2	6	8	2	5	0	1	0	0
CN(C)c1ccc(/C=C/C(=O)c2ccccc2)cc1[N+](=O)[O-]	-2	0.5	-11	-10	-5	-4	1	-4	-4	-5
O=C(C1CCN(S(=O)(=O)c2ccc(Cl)cc2)CC1)N1CCN(c2ccccn2)CC1	-4	0.5	-1	-8	3	-5	3	-1	5	-4
Cc1ccccc1-n1nnnc1SCC(=O)N(C)C1CCS(=O)(=O)C1 (stereo not given)	2	0.1	5	-2	0	5	2	-4	-1	6
Oc1c(C(c2cccs2)N2CCC3(CC2)OCCO3)sc2ncnn12 (stereo not given)	2	0.4	-3	-1	-2	4	-3	-1	0	1
CN(C)S(=O)(=O)c1ccc(N2CCCC2=O)c([N+](=O)[O-])c1	-5	-0.2	2	0	2	12	-1	-1	10	2
COC(=O)C1=C(C(=O)OC)[C@@H]2N(C)c3ccccc3[C@@]23C[C@@H](C(=O)OC)N(C(=O)c2cccs2)C3=N1	3	-0.2	5	6	2	2	1	1	-3	1
O=C(N1CCCC1)n1ncc(-c2ccc(-c3ccccc3)cc2)n1	2	/	11	8	1	/	0	-2	8	-7
CCCn1c2c(c(O)c(C(=O)NCCCN(CC)CC)c1=O)CCCC2	-3	0.4	-1	0	-2	7	2	2	4	2
Cc1ccccc1Nc1nc(N)nc(CSc2ccc(F)cc2)n1	-1	0.8	2	-1	-1	-8	-5	0	-1	0
CCO[C@H]1OC(C(=O)NCc2nc3ccccc3[nH]2)=C[C@@H](c2ccccc2)[C@@H]1CCCO	-2	-0.1	7	9	3	6	-1	6	-1	-1
C=CCn1c(-c2ccco2)n[nH]c1=S	0	-0.8	1	16	-3	54*	-1	3	5	-5
O=C(c1ccc(Cl)cc1)c1cn[nH]c1-c1ccccc1O	-2	0.4	5	10	-2	4	1	0	-3	-4
Cc1cccc2cc(CN(Cc3ccccc3)C(=O)N(C)C)c(=O)[nH]c12	1	0.2	1	2	3	-3	2	1	-6	-2
CCN1CCN(CCCNC(=O)c2ccc3c(Cl)c4c(nc3c2)CCCC4)CC1	-1	0.7	-2	2	0	-5	0	6	-5	13
CCOC(=O)c1c(NC(=O)C2C3C=CC(C3)C2(C)C(=O)O)sc2c1CCCC2 (stereo not given)	0	0.9	-1	9	2	-2	3	4	-11	-8
CC(c1ccco1)N(C(=O)C12CC3(C)CC(C)(CC(C)(C3)C1)C2)c1ccccn1 (stereo not given)	-2	-0.4	1	-12	1	10	-1	-2	-1	1
Cc1ccc(S(=O)(=O)NC2=NCN(C3CCCCC3)CN2)cc1	-2	-0.1	-5	-9	0	2	0	5	-2	10
